# Screens as filed in PubChem.
# MLLE-PAM2 inh: inhibitors of microRNA-mediated deadenylation, human PABP1 MLLE binding | P11940 | inhibition, % at 20 µM | GST-MLLE / FITC-PAM2 fluorescence polarization | hit rate 0.36% among 360,000; in the data active = inhibition above about 35%, passing the limit was not always enough;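 note: plate controls were DMSO wells with GST-MLLE for no effect and wells lacking GST-MLLE protein for full effect; some results filed as inactive read as strong as hits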
# CSN inh: blocks human CSN-mediated cullin deneddylation; Q92905; Purified CSN, SCF-Nedd8-OG deneddylation, fluorescence polarization; inhibition, % at 12.5 µM; hit rate 0.38% among 360,000; AID 651999;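 active = pattern-corrected inhibition above about 35%, with an unprinted fluorescence ratio check between 0.5 and 1.5, limit read from the data, passing the limit was not always enough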;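 note: 0% = enzyme with substrate and 100% = substrate without enzyme; some results filed as inactive read as strong as hits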
# Target sequence (Q92905 whole entry, looked up, one chain of several): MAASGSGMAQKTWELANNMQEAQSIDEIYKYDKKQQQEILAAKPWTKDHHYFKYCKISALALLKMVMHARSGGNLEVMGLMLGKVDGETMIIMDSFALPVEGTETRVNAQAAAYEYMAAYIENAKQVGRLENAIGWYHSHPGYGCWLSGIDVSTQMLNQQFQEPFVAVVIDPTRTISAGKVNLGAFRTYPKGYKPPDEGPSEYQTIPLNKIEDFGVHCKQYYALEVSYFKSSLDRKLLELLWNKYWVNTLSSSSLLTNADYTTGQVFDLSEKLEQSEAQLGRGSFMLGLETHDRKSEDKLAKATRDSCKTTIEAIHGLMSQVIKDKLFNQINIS
#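 test system = HEK293T-derived human Csn5 enzyme | amount = 0.24 nM Csn5 enzyme, final concentration | medium = Tris/NaCl/DTT buffer, pH 7.5 | schedule = 90 min reaction at room temperature | signal = FP | evaluation = inhibition of Csn5 cleavage, % | compound dosing = single dose of 12.5 µM compound with 0.25% DMSO | probe or stimulus = 10 nM SCFSkp2-Nedd8OG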
# Scp1 inh: inhibitors of human Scp-1 phosphatase; Q9GZU7; Recombinant Scp1, phosphopeptide, malachite green phosphate absorbance; inhibition, % at 20 µM; hit rate 0.88% among 340,000;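 active = inhibition above about 50% at 20 µM, limit read from the data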;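 note: plate controls were DMSO wells with enzyme for no effect and wells lacking enzyme for full effect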
#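 Test system: SCP-1 catalytic domain; Buffer or medium: Acidic Tris acetate buffer with magnesium and detergent; Also added: Phosphorylated 17-residue peptide substrate; Compound: single 20 µM dose, 1% DMSO; Schedule: enzyme reaction 45 min at room temperature, colour 5 min, stabilisation 30 min; Signal: Phosphate-binding colour reagent, absorbance read at 630 nm.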
# SUMO1 PPI mod: alters human SUMO1 binding to SIM partners; P63165; SUMO1 binding to a labelled peptide, TR-FRET, 1 h; inhibition, % at 20 µM; hit rate 0.33% among 360,000; in the data active = inhibition above about 37%
# Target sequence (P63165 whole entry, looked up): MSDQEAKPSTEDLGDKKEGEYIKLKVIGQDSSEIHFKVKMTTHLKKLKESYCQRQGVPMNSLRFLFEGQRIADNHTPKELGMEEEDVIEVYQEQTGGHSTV
# DNMT1 inh: DNMT1 (human) enzyme inhibition; P26358; DNMT1 molecular beacon, Hinp1I cleavage, fluorescence; inhibition (reported as % activation of signal), % at 10 µM; hit rate 0.83% among 360,000; AID 588458; in the data active = inhibition above about 50%
# Rpn11 inh: Rpn11 (human) deubiquitinase inhibition; hit rate 0.59% among 360,000; calls only at 20 µM; human 26S proteasome, Ub4-pepOG fluorescence polarization; 20S core pre-blocked with epoxomicin; O00487;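 active = inhibition at 20 µM, scaled to each plate's controls, above about 33%, limit read from the data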
# Target sequence (O00487 whole entry, looked up): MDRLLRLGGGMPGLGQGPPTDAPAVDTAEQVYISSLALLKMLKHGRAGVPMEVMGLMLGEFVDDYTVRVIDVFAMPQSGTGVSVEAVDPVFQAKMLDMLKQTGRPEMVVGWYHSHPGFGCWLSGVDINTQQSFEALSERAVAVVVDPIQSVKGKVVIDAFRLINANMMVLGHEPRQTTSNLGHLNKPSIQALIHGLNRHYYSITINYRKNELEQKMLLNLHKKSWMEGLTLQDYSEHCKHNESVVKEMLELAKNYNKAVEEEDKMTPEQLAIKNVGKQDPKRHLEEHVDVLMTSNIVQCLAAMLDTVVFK
# Tb MetRS inh: Trypanosoma brucei MetRS inhibition; purified T. brucei MetRS, ATP depletion, Kinase-Glo luminescence; inhibition, % at 11.9 µM; hit rate 0.4% among 360,000; AID 624268;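 active = inhibition above a per-plate cutoff of the control wells' mean inhibition plus 3 SD, cut at about 5.5% in these data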;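 note: 0% = DMSO wells median and 100% = median of wells with control inhibitor compound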
#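 Material: parasite MetRS enzyme / Replication: singlicate, one well per compound / Signal: luminescence of leftover ATP / Schedule: 2 h aminoacylation at 25 °C after 15 min preincubation / Medium: HEPES-MgCl2-KCl buffer plus DTT, spermine, BSA, pyrophosphatase / Doses: 11.9 µM single point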
# LMPTP inh: LMPTP (human) inhibition | AID 651560 | hit rate 0.22% among 360,000 | P24666 | inhibition, % at 20 µM | recombinant LMPTP-A, OMFP fluorogenic substrate, fluorescence intensity;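 active = compounds that cut the enzyme signal by at least half of the control window in the single-dose screen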;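 note: plate controls were DMSO wells with enzyme plus substrate for no effect and substrate without enzyme for full effect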
# Target sequence (P24666 whole entry, looked up): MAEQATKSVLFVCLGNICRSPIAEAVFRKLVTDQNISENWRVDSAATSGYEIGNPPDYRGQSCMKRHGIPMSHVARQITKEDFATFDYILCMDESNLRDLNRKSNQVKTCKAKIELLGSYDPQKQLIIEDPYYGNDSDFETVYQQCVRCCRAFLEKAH
#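 Test system – LMPTP-A phosphatase enzyme · Quantity – 0.625 nM LMPTP-A final · Reagent – OMFP substrate, 400 µM final · Dosing – one test concentration per compound, 20 µM, with 3% DMSO overall · Timing – 50 min enzyme reaction at room temperature, protected from light · Detection – fluorescence intensity · Controls – substrate-only low control, DMSO enzyme-plus-substrate high control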
# NadD inh: NadD (S. aureus) enzyme inhibition. purified NadD enzyme, colorimetric absorbance read-out. inhibition, % at 20 µM. hit rate 0.78% among 360,000. AID 602399; in the data active = inhibition above about 26%; note: some compounds past the cut are filed as inactive
# STEP inh: blocks human striatal-enriched tyrosine phosphatase | recombinant STEP, OMFP fluorogenic substrate, fluorescence | inhibition, % at 20 µM | hit rate 0.25% among 360,000;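 active = inhibition at 20 µM, scaled per plate between control wells, above about 37%, limit read from the data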;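 note: 0% = DMSO with enzyme and substrate and 100% = substrate only without enzyme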
#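 medium = Bis-Tris buffer pH 6.0, 2.5 mM DTT, 0.005% Tween 20 | test system = STEP (striatal-enriched tyrosine phosphatase) enzyme, cell-free | measure = normalized % inhibition | compound dosing = 20 µM, 1% DMSO | also added = 25 µM OMFP | schedule = reaction 20 min, ambient temperature | measured by = fluorescence read at 480 nm ex / 540 nm em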
# * marks the source's active call; other numbers are inactive results; i = inactive; x = no result given.
1) CN(CC(=O)Nc1cccc(F)c1)C(=O)CN1c2cccc3cccc(c23)S1(=O)=O
2) COc1ccc(NCN2C(=O)CCC2=O)cc1
3) CC(C)C(C)NC(=O)CN1C(=O)NC2(CCc3ccccc32)C1=O (stereo not drawn)
4) N#Cc1c2c(c(NCCCN3CCOCC3)n3c1nc1ccccc13)CCC2
5) Cc1ccc2c(c1)N(CCC(=O)NCc1ccccn1)C(=O)CO2
6) CN1CC(=O)N(CC(=O)Nc2ccc(N3CCOCC3)cc2)C1=O
7) Cc1cnc2nc(-c3ccccc3)ccc2c1
8) CCN(CC(=O)Nc1ccccc1C(F)(F)F)C(=O)c1ccc(N2C(=O)CCC2=O)cc1
9) Fc1ccc(-c2nc3ccc(Cl)cn3c2Cc2ccccc2C(F)(F)F)cc1
10) O=C(O)C1CCCCC1C(=O)Nc1ccc(S(=O)(=O)N2CCOCC2)cc1 (stereo not drawn)
assay / entry,1,2,3,4,5,6,7,8,9,10
MLLE-PAM2 inh,-20,0,-6,-4,-1,-25,7,2,-5,-10
CSN inh,4,1,0,-1,-5,-2,83*,-1,-1,-9
Scp1 inh,43,3,4,1,0,-4,x,-5,x,-5
SUMO1 PPI mod,-7,4,-2,-1,2,-5,2,8,5,-4
DNMT1 inh,53*,-3,1,-3,-1,-1,7,3,-3,-2
Rpn11 inh,i,i,i,i,i,i,i,i,i,i
Tb MetRS inh,0.0,-2.3,0.1,-0.6,-0.7,-0.1,-0.8,-0.4,-0.8,-0.5
LMPTP inh,16,-1.5,-0.1,7.6,-0.4,0.5,0.0,-0.4,2.0,1.1
NadD inh,9,-5,4,-2,1,-3,-1,-11,8,-4
STEP inh,0,-2,1,-1,-1,-2,3,-3,-2,-3

# Compound profiles, as listed above. Order of values: MLLE-PAM2 inh | CSN inh | Scp1 inh | SUMO1 PPI mod | DNMT1 inh | Rpn11 inh | Tb MetRS inh | LMPTP inh | NadD inh | STEP inh
# Profile of COc1ccc(NCN2C(=O)CCC2=O)cc1 : 0 | 1 | 3 | 4 | -3 | i | -2.3 | -1.5 | -5 | -2
# Profile of Fc1ccc(-c2nc3ccc(Cl)cn3c2Cc2ccccc2C(F)(F)F)cc1 : -5 | -1 | x | 5 | -3 | i | -0.8 | 2.0 | 8 | -2
# Profile of O=C(O)C1CCCCC1C(=O)Nc1ccc(S(=O)(=O)N2CCOCC2)cc1 (stereo not drawn) : -10 | -9 | -5 | -4 | -2 | i | -0.5 | 1.1 | -4 | -3

# The results go on:
11) O=C1NC(=S)N/C1=C\C=C\c1ccccc1
12) COc1ccc(CCn2nc(C)c([N+](=O)[O-])c2C)cc1
13) Cc1cc(=O)oc2cc(NS(=O)(=O)c3ccccc3)ccc12
14) CS(=O)(=O)N(CC(=O)N1CCCCCC1)c1cc(Cl)ccc1Cl
15) CC1(C)CC(=O)C(CC2C(=O)CC(C)(C)CC2=O)C(=O)C1
16) Cc1ccsc1-c1n[nH]c(=S)n1C1CCCCC1
17) Cc1ccc(C2CC(c3ccccc3)=NN2C(=S)Nc2ccccc2)o1 (stereo not drawn)
18) CN(C)c1cccc(C(=O)NCCCn2ccc3ccccc32)c1
19) CCCCOc1ccccc1Cn1c(=O)oc2ccc(C)cc21
20) COc1ccc(Cl)cc1NC(=O)CN(C)CC(=O)NCc1ccc(F)cc1
assay / entry,11,12,13,14,15,16,17,18,19,20
MLLE-PAM2 inh,14,-9,-6,-9,25,18,-42,7,-11,-2
CSN inh,1,-3,0,-1,-6,-3,3,0,1,2
Scp1 inh,-14,-7,-7,-5,4,0,-6,-3,-7,-5
SUMO1 PPI mod,-34,2,11,3,1,2,-8,-1,0,1
DNMT1 inh,-1,2,6,0,1,-2,-10,-3,6,-4
Rpn11 inh,i,i,i,i,i,i,i,i,i,i
Tb MetRS inh,0.0,-0.2,-0.4,-0.8,0.9,-0.7,0.7,-0.1,-1.5,-0.1
LMPTP inh,-0.6,-0.9,-0.1,0.7,-1.5,-1.0,0.6,0.1,-0.5,-0.4
NadD inh,5,0,2,3,-1,2,11,6,2,3
STEP inh,-1,0,2,1,0,0,7,3,2,0

21) O=C(Nc1ccccc1)OCCN1CCOCC1
22) CCOC(=O)c1cc(-c2ccccc2)nc2nc(N3CCCCC3)sc12
23) COc1ccc(NC(=O)C2c3ccccc3OCC(=O)N2CC(F)(F)F)cc1 (stereo not drawn)
24) Cc1ccc2c(c1)N(C(=O)CCC(=O)NCCCN1CCOCC1)CC(C)O2 (stereo not drawn)
25) CC(OC(=O)c1cccc(-n2cnnn2)c1)C(=O)Nc1ccc(N(C)C)cc1 (stereo not drawn)
26) CCOC(=O)N1CCC(NC(=O)c2cc(-c3ccc(F)cc3)[nH]c2C)CC1
27) COCCn1nnnc1C(c1ccccn1)N1CCN(c2cc(Cl)ccc2C)CC1 (stereo not drawn)
28) CC(Oc1ccccc1)C(=O)N=C1SC2CS(=O)(=O)CC2N1c1cccc(F)c1 (stereo not drawn)
29) O=C1Nc2ccccc2N=C(c2ccccc2)C1N(Cc1ccc(F)cc1)C(=O)c1cccnc1 (stereo not drawn)
30) CCCc1cc(=O)[nH]c2nnc(SCC(=O)Nc3ccc(C(C)=O)cc3)n12
assay / entry,21,22,23,24,25,26,27,28,29,30
MLLE-PAM2 inh,9,-3,x,-7,-2,-1,0,5,6,15
CSN inh,6,4,3,-3,-1,1,-2,-2,-1,-5
Scp1 inh,-10,7,x,-11,-3,3,0,-2,x,-2
SUMO1 PPI mod,-4,-9,2,2,4,0,-3,4,-2,4
DNMT1 inh,-1,-1,x,0,-3,-3,-6,-2,-1,1
Rpn11 inh,i,i,x,i,i,i,i,i,i,i
Tb MetRS inh,0.3,0.1,-2.3,-0.3,-0.2,-0.2,0.0,-0.2,-0.2,-0.1
LMPTP inh,-3.2,4.8,-0.8,-1.7,0.0,-1.1,1.8,-0.5,0.3,-0.2
NadD inh,-5,7,-1,-3,3,-1,-2,-2,-2,5
STEP inh,-3,-1,x,2,2,-5,0,-4,0,0

31) COc1ccc([N+](=O)[O-])cc1NC(=O)CCNC(=O)Cn1ccc2ccccc2c1=O
32) COc1ccccc1S(=O)(=O)N1CCN(S(=O)(=O)c2ccccc2C#N)CC1
33) COc1ccc(C2=NN(CN3C(=O)C(=O)c4ccccc43)C(c3ccc(Br)cc3)C2)cc1 (stereo not drawn)
34) COc1ccc(CC(=O)Nc2nnc(C(C)C)s2)cc1
35) Cc1ccc(S(=O)(=O)NC2(C(F)(F)F)C(=O)Nc3c2c(=O)n(C)c(=O)n3C)cc1 (stereo not drawn)
36) CC1(CC(=O)N/N=C/c2ccc(-c3cccc(C(F)(F)F)c3)o2)OCCO1
37) COc1ccc(/C=C(/NC(=O)c2ccccc2)C(=O)N2CCCCC2)cc1
38) Cc1cccc(Cc2cccc(C)c2O)c1O
39) CCCC(C)NC(=O)CSc1nc2ccc(C)cc2[nH]1 (stereo not drawn)
40) Cc1cc(=O)[nH]c(SCC(=O)N2C(C)CCCC2C)n1 (stereo not drawn)
assay / entry,31,32,33,34,35,36,37,38,39,40
MLLE-PAM2 inh,4,-6,-6,-5,-7,0,-4,1,-8,3
CSN inh,0,1,1,9,-2,-1,-4,2,4,-3
Scp1 inh,6,-2,-3,-5,0,-1,-2,-4,-2,15
SUMO1 PPI mod,-14,-2,-5,-1,0,-9,-2,10,4,14
DNMT1 inh,3,-1,8,4,2,1,0,-2,1,4
Rpn11 inh,i,i,i,i,i,i,i,i,i,i
Tb MetRS inh,-1.3,-0.2,-0.1,-1.1,-1.7,-0.6,-0.8,-0.1,0.3,-0.2
LMPTP inh,-0.1,-1.0,3.1,-1.1,0.6,-0.1,0.2,0.2,-0.3,-0.1
NadD inh,-1,-3,2,-9,-3,0,-5,-8,-4,1
STEP inh,-1,2,2,-4,-4,-1,1,0,-2,0

41) CC1CCN(C(=O)C(NS(=O)(=O)c2cccc3nsnc23)C(C)C)CC1 (stereo not drawn)
42) COc1ccc(Cc2noc(COc3ccc(Cl)cc3)n2)cc1
43) COc1cccc(-c2nc(C#N)c(N3CCN(C(=O)c4ccco4)CC3)o2)c1
44) CN(C)C(=O)CCc1ccc2c3c([nH]c2c1)[C@]1(CCc2ccccc2)[C@@H](C(=O)N2CCCCC2)C[C@H](CC(=O)NCCc2ccccn2)C(=O)N1CC3
45) CC1=C(C(=O)NCc2ccccc2)C(c2cccs2)NC(=S)N1 (stereo not drawn)
46) COc1ccccc1S(=O)(=O)Cc1ccc(C(=O)NC2CCCCC2)o1
47) Cc1cc2ccccc2c(=O)n1CC(=O)NCc1ccco1
48) COC(=O)c1cc(=O)n(Cc2ccco2)c(=Nc2ccc(F)cc2)s1
49) O=C(Nc1ccccc1)N1CCCC(c2nc(-c3ccc(F)cc3)no2)C1 (stereo not drawn)
50) COc1ccc(-c2nc(S(=O)(=O)c3ccccc3)c(N3CCN(C)CC3)o2)cc1
51) COc1ccc(/C=C(\NC(=O)c2ccc(C)cc2)C(=O)NCCCn2ccnc2)cc1
52) Cc1cc(N/N=C/c2ccc(Cl)cc2)nc(NCc2ccccc2)n1
53) COC(=O)c1sc2ccccc2c1NC(=O)c1ccc(S(=O)(=O)N2CCCC(C)C2)cc1 (stereo not drawn)
assay / entry,41,42,43,44,45,46,47,48,49,50,51,52,53
MLLE-PAM2 inh,-4,3,-5,-9,-142,3,-1,22,-1,12,15,8,4
CSN inh,2,-3,-2,0,-11,1,6,2,2,-1,1,1,0
Scp1 inh,-1,-12,-15,7,-5,-4,0,-15,-10,x,-5,1,-18
SUMO1 PPI mod,-28,-3,3,-5,3,15,3,-11,4,-2,-2,0,2
DNMT1 inh,0,-3,9,0,0,3,3,-6,-2,1,-2,-2,-5
Rpn11 inh,i,i,i,i,i,i,i,i,i,i,i,i,i
Tb MetRS inh,-1.0,0.3,-0.7,0.3,-0.3,-0.9,-1.1,-0.4,-0.2,0.2,0.3,-0.1,-0.4
LMPTP inh,-0.3,1.4,0.2,-6.9,-0.2,-1.1,0.0,1.0,0.4,-2.8,-7.4,6.4,1.0
NadD inh,-2,-5,-5,14,1,-4,-5,-1,-3,-2,2,0,9
STEP inh,-3,2,1,0,1,-2,1,1,1,-1,2,9,0

# Compounds as they come, and some 3.6% of all compounds hit somewhere here.
